# H9c2 protect – myocardial damage modulation in H9c2 cells | H9c2 cardiomyocytes, H2O2 injury protection, ATPLite, 2 h | AID 588492 | 360,000 compounds, 0.63% hits | protection from H2O2 cell death, % at 20 µM;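 active = compounds giving at least 50% protection of heart cells from peroxide-induced death in the single-dose screen, raw or plate-pattern-corrected value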;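 also: 0% = DMSO wells with peroxide and 100% = DMSO wells without peroxide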
# MC4R barr agon – agonists of human melanocortin 4 receptor (MC4R) beta-arrestin; activation, % at 8.9 µM; U2OS MC4R beta-arrestin complementation, luminescence; percent of melanotan II response, DMSO zero; AID 540308; 360,000 compounds, 0.98% hits;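 active = activation above a per-plate cutoff, the mean activation of sample wells on that plate plus 3 SD, cut at about 8% in these data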
# Target sequence (P32245 whole entry, looked up): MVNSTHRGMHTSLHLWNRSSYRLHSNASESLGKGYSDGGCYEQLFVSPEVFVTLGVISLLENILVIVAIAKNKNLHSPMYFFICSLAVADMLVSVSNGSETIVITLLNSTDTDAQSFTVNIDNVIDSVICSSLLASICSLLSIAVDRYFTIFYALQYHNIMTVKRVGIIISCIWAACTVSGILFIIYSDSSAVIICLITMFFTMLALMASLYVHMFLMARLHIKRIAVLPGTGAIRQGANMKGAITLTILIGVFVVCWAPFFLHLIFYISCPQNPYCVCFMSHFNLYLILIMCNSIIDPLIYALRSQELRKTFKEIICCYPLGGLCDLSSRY
# ABHD5 PLIN5 PPI – inhibitors of human ABHD5-perilipin-5 interaction; Split G. princeps luciferase complementation, luminescence, 4 h; inhibition, % at 4 µM; Q00G26+Q8WTS1; AID 602281; 360,000 compounds, 0.78% hits;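 active = inhibition above the mean inhibition across every tested compound plus 3 SD, cut at about 22% in these data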;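 also: 0% = DMSO only wells and the 100% control is not disclosed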
# HTR2A ag – agonists of mouse serotonin 5-HT2A receptor (HTR2A); CHO-K1 mHTR2A beta-arrestin complementation, luminescence; percent of 30 µM serotonin response; AID 624169; activation, % at 7.6 µM; 360,000 compounds, 0.66% hits; P35363;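 active = activation above a run cutoff, the mean activation of all tested compounds plus 3 SD, cut at about 14% in these data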;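 also: 0% = plate median of compound wells and 100% = 30 µM serotonin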
# Target sequence (P35363 whole entry, looked up): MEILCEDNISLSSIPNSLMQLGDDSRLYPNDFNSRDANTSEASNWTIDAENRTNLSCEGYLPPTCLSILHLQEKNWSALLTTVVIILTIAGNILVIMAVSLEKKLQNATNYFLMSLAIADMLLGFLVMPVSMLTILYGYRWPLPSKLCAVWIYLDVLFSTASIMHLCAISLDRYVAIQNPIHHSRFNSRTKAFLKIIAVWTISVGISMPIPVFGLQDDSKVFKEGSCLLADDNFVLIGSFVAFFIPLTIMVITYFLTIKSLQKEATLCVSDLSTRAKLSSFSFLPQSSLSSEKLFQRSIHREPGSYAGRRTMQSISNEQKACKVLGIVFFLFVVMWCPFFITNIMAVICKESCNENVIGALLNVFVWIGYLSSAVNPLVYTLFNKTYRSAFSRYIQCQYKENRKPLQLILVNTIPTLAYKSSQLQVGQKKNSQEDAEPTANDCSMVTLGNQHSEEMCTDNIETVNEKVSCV
# NOD2 RIPK2 PPI – NOD2-RIPK2 protein interaction inhibition | CHO BLA complementation NOD2-RIPK2, CCF4 ratio | inhibition, % at 4.98 µM | 360,000 compounds, 0.38% hits; in the data active = inhibition above about 21%;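 also: 0% = vehicle only and 100% = reference blocker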
# NCOA2 inhibitor – inhibits human steroid receptor coactivator 2; Q15596; HEK293 GAL4-SRC2 luciferase reporter, luminescence; inhibition, % at 9 µM; 370,000 compounds, 0.17% hits;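 active = inhibition above the mean inhibition of all tested compounds plus 3 SD, set per campaign, cut at about 52% in these data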;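 also: 0% = DMSO treated cells and 100% = cells given Gossypol at 36 µM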
# ABCB6 inh 2 – human ABCB6 transporter inhibition; AID 602162; K562-ABCB6 porphyrin accumulation, flow cytometry, 1 h; hits give low values; Q9NP58; 360,000 compounds, 0.19% hits; fluorescence ratio to DMSO, % at 10 µM;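 active = fluorescence ratio to DMSO below 75%, the collection mean minus 3 SD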;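 also: signal is porphyrin accumulated inside mitochondria; 100% equals median channel fluorescence of DMSO control wells; lower ratio means ABCB6 inhibition with less porphyrin fluorescence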
# TLR9-MyD88 block – TLR9-MyD88 interaction inhibition; Q9NR96+Q99836; CHO BLA complementation TLR9-MyD88, CCF4 FRET ratio; inhibition, % at 4.98 µM; 340,000 compounds, 0.21% hits; AID 504734;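 active = inhibition above the mean over all tested compounds plus 3 SD, cut at about 21% in these data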;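 also: 0% = DMSO only wells and 100% = clavulanate BLA inhibitor control wells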
# MC4R antagonist – human MC4R antagonism in cAMP assay | MC4R-expressing cells, MTII-stimulated cAMP, LANCE TR-FRET | inhibition, % at 6.5 µM | 360,000 compounds, 0.48% hits | AID 540295;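 active = inhibition above its plate's cutoff, the mean of tested wells on that plate plus 3 SD, cut at about 29% in these data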;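 also: 0% = Melanotan II alone and 100% = Melanotan II plus saturating MCL0020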
#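 material = U2OS cells stably expressing human melanocortin 4 receptor (MC4R) | also added = Melanotan II challenge | dosing = single nominal compound dose of 6.5 µM | detection = TR-FRET with Eu-cAMP and labeled anti-cAMP, 671 nm | replication = singlicate | timing = compound 30 min, challenge 1 h, detection 1 h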
# Glyco luc inh – blocks N-linked glycosylation in D54 reporter cells; D54 ERlucT glycosylation luciferase reporter, 24 h; percent of 100 nM tunicamycin response; reporter increase, % at 12.5 µM; 360,000 compounds, 0.23% hits; AID 588692;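 active = mean luciferase reporter signal, scaled so untreated is 0 and the glycosylation-blocking control 100, at or above a set limit in every replicate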;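 also: luciferase carries N-glycosylation sites so blocking glycosylation raises the light; 0% = median of neutral control wells and 100% = median of 100 nM tunicamycin wells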
# The depositor's hits bear a star; · = no result given. This is a subset (hit frequency here may not be typical).
SMILES,H9c2 protect,MC4R barr agon,ABHD5 PLIN5 PPI,HTR2A ag,NOD2 RIPK2 PPI,NCOA2 inhibitor,ABCB6 inh 2,TLR9-MyD88 block,MC4R antagonist,Glyco luc inh
Cn1nc(-c2ccccc2)c(C(O)c2ccccc2C(F)(F)F)c1Cl (stereo not given),1,0.8,-2,-1,0,-23,96,-2,-6,3
COc1ccc([C@@H]2Sc3ccccc3NC(=O)[C@@H]2O)cc1,-5,-2.3,-5,-5,5,-17,97,-6,-2,2
COc1ccc(C(=O)NCc2nnc(SCC(=O)NC3CCCCC3)n2C)cc1,6,-0.3,-4,-2,-4,-31,101,1,-2,0
CCOC(=O)C1CCCN(C(=O)c2ccccc2OC(F)(F)F)CC1 (stereo not given),10,-1.8,-8,-6,-6,-18,97,·,4,1
O=C(CCn1ccnc1)Nc1nc2ccccc2[nH]1,-3,-0.9,6,3,-6,-5,100,0,2,1
O=C(O)C1CSC2(c3ccc(Br)cc3)CCC(=O)N12 (stereo not given),3,-1.0,2,-1,-12,12,96,-8,17,3
COc1ccc(OC(C)C(=O)NCc2cccnc2)cc1 (stereo not given),5,0.3,0,-2,10,-4,91,5,4,2
O=C(Nc1nn(Cc2ccccc2F)cc1Br)c1cccs1,-3,1.0,3,3,1,-17,99,-7,11,0
O=C(Nc1ccc(Cl)c([N+](=O)[O-])c1)c1ccc(NCCCN2CCOCC2)c([N+](=O)[O-])c1,-11,20*,-4,-2,7,2,100,-9,5,-5
Cc1sc2ncnc(SCC(=O)NC3CCS(=O)(=O)C3)c2c1C (stereo not given),0,-0.5,-6,-4,1,-2,95,-4,6,0
Cc1cc(SCC(=O)c2ccccc2)nc(C)n1,7,-0.9,0,2,-58,-33,95,-4,7,-5
COC(=O)C1SCC2C(=O)N(Cc3ccccc3)CC(=O)N21 (stereo not given),5,-2.6,4,1,-12,-32,84,2,1,3
CN1CCC(OC(=O)c2cc3cc(Cl)cc(Cl)c3oc2=O)CC1,-4,-2.2,7,-2,6,20,105,-1,11,-4
Cc1ccc(S(=O)(=O)N(C)C)cc1NC(=O)CN1C(=O)NC2(CCCCCCC2)C1=O,1,2.1,5,0,1,9,97,5,5,6
O=C(N/N=C/C=C\c1ccccc1[N+](=O)[O-])c1ccncc1,7,-1.7,2,-1,5,-40,102,-9,-13,-3
Cc1nn(CCc2n[nH]c(=S)n2-c2cccc(Cl)c2)c(C)c1[N+](=O)[O-],12,-2.9,-2,-2,-2,13,106,3,8,2
CCOC(=O)N1CCN(C(=S)Nc2ccccc2C)CC1,-1,-3.4,-5,-4,-1,6,91,3,3,3
CC(=O)N1CCOc2ccc(S(=O)(=O)Nc3cccc(C)c3)cc21,3,-1.5,-2,2,-12,10,96,-1,8,0
COC(=O)c1c(C)oc2ccc(N(C(=O)Oc3ccccc3)S(=O)(=O)c3ccc(Cl)c([N+](=O)[O-])c3)cc12,-15,-1.2,0,-3,5,·,96,-4,-4,13
CCCCN(C)C(=O)c1sc(=O)n(CC(=O)c2ccccc2OC)c1C,-1,0.3,-6,-4,0,0,103,·,19,2
c1ccn(-c2ccc(-c3ccn[nH]3)cc2)c1,-14,-3.6,2,1,-6,-38,90,9,4,-1
Cc1cc(C(=O)NCCN2CCN(c3cccc(Cl)c3)CC2)n(-c2ccccc2)n1,-3,0.4,3,-4,-6,-10,97,-2,-4,10
COc1cc(-c2noc(C)c2C(=O)N[C@@H](CO)Cc2ccccc2)cc(OC)c1OC,5,-0.7,12,5,-8,18,97,6,1,2
O=[N+]([O-])c1cc(S(=O)(=O)NCCc2ccccn2)ccc1Cl,1,-0.1,-4,2,5,32,90,3,10,2
O=C(c1ccc2ccccc2n1)N1CCN(c2ccccn2)CC1,1,-1.0,7,2,10,3,96,8,22,-1
# Following part.
SMILES,H9c2 protect,MC4R barr agon,ABHD5 PLIN5 PPI,HTR2A ag,NOD2 RIPK2 PPI,NCOA2 inhibitor,ABCB6 inh 2,TLR9-MyD88 block,MC4R antagonist,Glyco luc inh
COC(=O)c1cccc(CC2(C)C(=O)Nc3ccc(OC(F)(F)F)cc32)c1 (stereo not given),-5,4.3,-9,-2,-8,23,94,·,-6,1
Cc1ccc(C)c(N2CCN(C(=O)C3CCCN(c4ncnc5c4nc4n5CCCCC4)C3)CC2)c1 (stereo not given),26,-2.4,4,-1,6,14,98,1,15,1
CC1NC(=O)c2cc3ccccc3cc2-n2c1nc1cc(F)ccc1c2=O (stereo not given),18,2.2,0,2,-6,4,95,1,24,4
CCC(C)NC(=O)Cn1c(=O)n(CCCCCC(=O)Nc2ccccc2)c(=O)c2sccc21 (stereo not given),2,0.5,-9,-6,-3,-10,99,-3,6,1
COc1ccc(C(=O)NCc2nnc(SCC(=O)NC3CCCC3)o2)cc1,-6,-0.1,0,3,6,6,98,4,8,1
CC(C)(C)C(=O)Nc1nc(-c2ccc3c(c2)OCO3)cs1,7,-2.4,3,-1,-1,-51,95,3,7,-7
CC(C)CN(CCNC(=O)CC1Oc2ccccc2NC1=O)CC(C)C (stereo not given),-2,0.3,0,-3,-6,14,97,-4,2,2
CCOC(=O)c1c(CC(C)C)csc1NC(=O)COC(=O)c1cc(OC)c(OC)cc1[N+](=O)[O-],-4,1.6,-2,-3,-1,6,96,-4,18,0
COC(=O)c1cc(Br)c(=O)n(-c2ccccc2OC)c1,7,-3.0,-1,4,-2,0,99,-8,3,4
Cc1cc(N(C)Cc2ccccc2)nc2cc(O)ccc12,-3,-0.6,1,-7,5,-18,98,7,1,-2
Cc1nc(CN2CCN(C(=O)c3ccc(Br)cc3)CC2)cs1,-9,-1.3,8,-2,-3,-6,93,-6,5,0
CCOC(=O)COc1cccc2c(=O)n(CC(=O)NCc3ccc(F)cc3)ccc12,-6,-1.8,-3,-1,14,23,102,-2,-22,12
O=Cc1ccc(OC(=O)c2cccnc2)cc1,-4,-0.2,-4,15*,-10,12,104,-9,-3,3
COc1cccc(C=NCCCN=Cc2cccc(OC)c2O)c1O,32,1.6,-4,-7,-16,19,98,11,27,0
CCN1CCN(CCCN(Cc2ccco2)C(=S)Nc2ccc(C)c(Cl)c2)CC1,6,0.1,3,-10,-21,24,99,-2,8,-2
O=S(=O)(c1ccc(Cl)cc1)N1CCN(c2ncnc3sccc23)CC1,-19,-1.6,5,5,-5,10,97,4,-1,-1
O=C(Cc1ccc([N+](=O)[O-])cc1)Nc1cccc(C(=O)N2CCCCC2)c1,0,-0.9,-6,-5,5,39,87,-3,1,1
COc1ccccc1NS(=O)(=O)c1cccc(NC(=S)NCCN2CCOCC2)c1,6,-1.9,2,-4,0,9,103,-9,-5,-1
COC(=O)[C@@]1(Cc2ccc(F)cc2)[C@H]2c3cc(C(=O)N4CCCC4)n(Cc4ccc(Cl)c(C(F)(F)F)c4)c3C[C@H]2CN1C(=O)c1ccccc1,·,·,7,5,-8,5,122,·,·,·
COc1ccccc1S(=O)(=O)Cc1ccc(C(=O)N2CCN(c3ccccc3)CC2)o1,11,-0.6,-5,-3,-9,6,85,-3,10,-3
Cc1nn2c(-c3ccc(S(=O)(=O)N4CCN(C)CC4)o3)nnc2c2ccccc12,2,-0.5,5,10,7,-3,97,1,3,2
COc1ccc(C)cc1NC(=O)NCc1ccccn1,-1,0.3,1,2,-3,-5,101,-10,2,3
O=C(NCC1CCCO1)[C@@H]1CSC2c3ccccc3C(=O)N21 (stereo not given in full),3,0.0,-8,3,-9,5,94,-12,7,0
CCC(=O)Nc1cccc(NC(=S)NC(=O)Cc2ccccc2)c1,8,-1.0,-1,0,-9,-26,99,-1,3,1
O=C(CSc1nnc2ccc(-c3cccnc3)nn12)Nc1ccccc1F,9,-2.8,4,11,2,12,101,-3,11,0

# Structures listed above marked active in MC4R barr agon.
SMILES	MC4R barr agon	ABHD5 PLIN5 PPI	HTR2A ag	NOD2 RIPK2 PPI	NCOA2 inhibitor	ABCB6 inh 2	TLR9-MyD88 block	MC4R antagonist	Glyco luc inh
O=C(Nc1ccc(Cl)c([N+](=O)[O-])c1)c1ccc(NCCCN2CCOCC2)c([N+](=O)[O-])c1	20*	-4	-2	7	2	100	-9	5	-5

# (further entries)
SMILES,H9c2 protect,MC4R barr agon,ABHD5 PLIN5 PPI,HTR2A ag,NOD2 RIPK2 PPI,NCOA2 inhibitor,ABCB6 inh 2,TLR9-MyD88 block,MC4R antagonist,Glyco luc inh
O=C(NC1CCN(C(=O)c2cccs2)CC1)c1ccccc1,5,-1.9,3,5,-9,7,96,6,0,-1
COc1ccc(/C=N\NC(=O)C2=NNC(=O)C2C)cc1 (stereo not given),-24,-1.0,4,-4,-14,-52,92,0,-6,-1
CS(=O)(=O)N1CCc2cc(C(=O)N3CCN(c4ccc(F)cc4)CC3)ccc21,3,-1.1,-2,0,-5,7,107,1,-4,1
O=C(COC(=O)Cc1ccc(S(=O)(=O)N2CCOCC2)s1)Nc1ccccc1Cl,9,-2.0,-1,3,6,17,89,-1,18,2
C[C@@H](O)CNC(=O)c1[nH]cnc1C(=O)N[C@H](C)c1ccccc1,-6,-0.1,5,1,-6,-30,97,3,1,1
O=C(NCC1CCCO1)c1cnn2c(C(F)F)cc(C3CC3)nc12 (stereo not given),-8,1.9,4,7,-11,0,104,-6,19,1
O=C(NCc1ccc(OC(F)(F)F)cc1)C1CC2Cn3c(nc4ccccc43)C2N1Cc1ccccc1 (stereo not given),-10,0.8,-4,2,-3,-13,95,-5,3,3
COc1ccc(COC(=O)C2=C(C)NC(=O)NC2c2ccc(O)c(OC)c2)cc1 (stereo not given),2,-1.8,-7,4,10,-10,100,-7,-4,-1
C#CCOCCOCCOCCNc1nc(N2CCOCC2)nc(N2CCN(C(=O)[C@H](CCCCN)n3cc(CCC(=O)O)nn3)CC2)n1,6,-0.4,-10,-3,-1,23,97,0,-5,2
NC(COCc1ccccc1)c1csc(Nc2ccc(C(=O)NCCO)cc2)n1 (stereo not given),12,0.7,1,1,-8,7,94,·,4,-6
CCc1nnc(NC(=O)CCC(=O)N2CCN(Cc3cc(Cl)ccc3OC)CC2)s1,37,-0.4,4,-4,-2,-9,117,-1,4,3
CCC(NC(=O)CCc1ccccc1)c1ccccc1 (stereo not given),6,-3.0,0,0,-3,-23,99,2,-4,-2
COc1ccc(Nc2nc3cc(C)ccc3cc2C#N)cc1,2,3.6,-8,9,21*,-20,151,4,6,-1
NS(=O)(=O)c1ccc(NNC(=O)c2ccc(Br)o2)c([N+](=O)[O-])c1,6,-3.4,14,-9,4,9,100,-4,-21,-3
Cc1cc(C)n2nc(SCC(=O)N3CCCC(C)C3)nc2n1 (stereo not given),2,-2.2,-3,2,5,-13,99,6,-5,-1
COc1ccc(-c2nc(CSCC(=O)NCC3CCCO3)c(C)o2)cc1OC (stereo not given),2,-1.2,-6,-2,-2,-11,99,7,-1,1
COc1ccc(C(C)=O)cc1COC(=O)CCC(=O)N(CC(C)C)c1c(N)n(CC(C)C)c(=O)[nH]c1=O,18,1.4,-5,-2,1,-7,99,-3,0,0
O=S(=O)(Nc1ccc(-c2ccc3nncn3n2)cc1)c1ccccc1Cl,6,-4.8,5,9,0,7,102,-2,24,-1
